# Screening data (PubChem)
# 15-hLO inh: 15-hLO (ALOX15) enzyme inhibition | purified 15hLO-1, xylenol orange hydroperoxide absorbance | Potency, µM (titrated, usually from 57.1 µM), for inactives: at the highest dose activity change, negative = inhibition, actives largely listed as inhibitors | 74,000 compounds, 1.4% hits | AID 887; also: potency is read from the fitted curve at half-maximal effect; % is scaled to controls: 0 for no effect and ±100 for the full control effect; nearly all actives have a fitted effect of over 55% in size
#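 Readout: Fe(III)-xylenol orange absorbance, 573-to-405 nm ratio as reaction progress. Enzyme 40 nM purified human 15hLO-1, substrate 50 uM arachidonic acid, 6 min RT after 15 min compound preincubation; Hepes pH 7.5 buffer with Triton X-100.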
# HBB splice mod: hemoglobin beta splicing modulation | Potency, µM (titrated, usually from 46.1 µM), for inactives: at the top dose activation, most hits filed as activators | HBB splicing reporter cell assay, activation; EGFP reporter with mutant IVS2-654 intron; response scale: normalised to 500 nM splice-correcting PNA | 65,000 compounds, 0.06% hits; also: potency is read from the fitted curve at half-maximal effect; 0% is about no effect
#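 Compounds were applied for 2 days to HeLa EGFP-654 cells, 500/well in Optimem with 2% FCS. The reporter's EGFP is disrupted by mis-splicing of beta-globin intron IVS2-654. Readout: summed well GFP fluorescence from 488 nm laser scanning; reference was 500 nM antisense […] 654 PNA.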
# Pol III holo inh: DNA polymerase III holoenzyme inhibition | reconstituted DNA polymerase III holoenzyme replication, biochemical | Potency, µM (series often up to 57.1 µM), for the others: top-dose activity change, negative = inhibition | 71,000 compounds, 0.25% hits | AID 603; also: potency is read from the fitted curve at half-maximal effect; % is scaled to controls: 0 for no effect and ±100 for the full control effect
#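 Reconstituted *E. coli* holoenzyme (0.35 nM Pol III, 1 nM beta, 154 nM SSB, 2 nM primase) was preincubated with compound for 15 min at RT. Synthesis on 1.4 nM ssM13Gori ran 35 min, then was stopped with PicoGreen/EDTA and read as dsDNA fluorescence.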
# A350 autofl: compound fluoresces in the Alexa 350 spectral region. Compound autofluorescence, 340/450 nm, Alexa 350 dye-equivalents; active compounds read high. max dye-equivalent concentration, M. 59,000 compounds, 11% hits. AID 590; in the data active = max dye-equivalent concentration above about 10 nM; inconclusive = mostly about 1.1 nM to 9.6 nM
# Hsp90 Hop PPI: changes Hsp90-Hop TPR2A binding signal, up or down | Potency, µM (titrated, usually from 57 µM), without a hit: top-dose activity change, negative = inhibition | 71,000 compounds, 0.44% hits | AlphaScreen TPR2A-His6 binding biotin-Hsp90 C-terminal peptide; active = well fitted curve in either direction with a large enough effect; inconclusive = small, poorly fitted or top-dose-only effect, or another doubt; also: potency is read from the fitted curve at half-maximal effect; % is scaled to controls: 0 for no effect and ±100 for the full control effect; many of its hits are not listed in these tables
# GFP derepression: epigenetic GFP locus derepression in mouse cells; mouse C127i GFP locus derepression, cytometry, 30 h; Potency, µM (highest dose often 46.1 µM), without a hit: top-dose GFP derepression (activation); 68,000 compounds, 0.09% hits; also: % of control where 0% means no effect
#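 Murine C127i mammary cells carrying a silenced, stably integrated CMV-driven GFP reporter were treated with compound for 30 hours at 37 C. After PBS washes, GFP-positive cells were counted by laser-scanning microplate cytometry.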
# BRCT PPI red: disrupts BRCA1 BRCT binding to phosphoprotein, red fluorophore readout; P38398; BRCT-phosphopeptide binding, red fluorescence polarization; Potency, µM (top dose mostly 76.9 µM), for the others: at the highest dose activity change, negative = inhibition, hits mostly inhibitors; 75,000 compounds, 0.03% hits; AID 892; also: % is scaled to controls: 0 for no effect and ±100 for the full control effect
# Target sequence (P38398 whole entry, looked up): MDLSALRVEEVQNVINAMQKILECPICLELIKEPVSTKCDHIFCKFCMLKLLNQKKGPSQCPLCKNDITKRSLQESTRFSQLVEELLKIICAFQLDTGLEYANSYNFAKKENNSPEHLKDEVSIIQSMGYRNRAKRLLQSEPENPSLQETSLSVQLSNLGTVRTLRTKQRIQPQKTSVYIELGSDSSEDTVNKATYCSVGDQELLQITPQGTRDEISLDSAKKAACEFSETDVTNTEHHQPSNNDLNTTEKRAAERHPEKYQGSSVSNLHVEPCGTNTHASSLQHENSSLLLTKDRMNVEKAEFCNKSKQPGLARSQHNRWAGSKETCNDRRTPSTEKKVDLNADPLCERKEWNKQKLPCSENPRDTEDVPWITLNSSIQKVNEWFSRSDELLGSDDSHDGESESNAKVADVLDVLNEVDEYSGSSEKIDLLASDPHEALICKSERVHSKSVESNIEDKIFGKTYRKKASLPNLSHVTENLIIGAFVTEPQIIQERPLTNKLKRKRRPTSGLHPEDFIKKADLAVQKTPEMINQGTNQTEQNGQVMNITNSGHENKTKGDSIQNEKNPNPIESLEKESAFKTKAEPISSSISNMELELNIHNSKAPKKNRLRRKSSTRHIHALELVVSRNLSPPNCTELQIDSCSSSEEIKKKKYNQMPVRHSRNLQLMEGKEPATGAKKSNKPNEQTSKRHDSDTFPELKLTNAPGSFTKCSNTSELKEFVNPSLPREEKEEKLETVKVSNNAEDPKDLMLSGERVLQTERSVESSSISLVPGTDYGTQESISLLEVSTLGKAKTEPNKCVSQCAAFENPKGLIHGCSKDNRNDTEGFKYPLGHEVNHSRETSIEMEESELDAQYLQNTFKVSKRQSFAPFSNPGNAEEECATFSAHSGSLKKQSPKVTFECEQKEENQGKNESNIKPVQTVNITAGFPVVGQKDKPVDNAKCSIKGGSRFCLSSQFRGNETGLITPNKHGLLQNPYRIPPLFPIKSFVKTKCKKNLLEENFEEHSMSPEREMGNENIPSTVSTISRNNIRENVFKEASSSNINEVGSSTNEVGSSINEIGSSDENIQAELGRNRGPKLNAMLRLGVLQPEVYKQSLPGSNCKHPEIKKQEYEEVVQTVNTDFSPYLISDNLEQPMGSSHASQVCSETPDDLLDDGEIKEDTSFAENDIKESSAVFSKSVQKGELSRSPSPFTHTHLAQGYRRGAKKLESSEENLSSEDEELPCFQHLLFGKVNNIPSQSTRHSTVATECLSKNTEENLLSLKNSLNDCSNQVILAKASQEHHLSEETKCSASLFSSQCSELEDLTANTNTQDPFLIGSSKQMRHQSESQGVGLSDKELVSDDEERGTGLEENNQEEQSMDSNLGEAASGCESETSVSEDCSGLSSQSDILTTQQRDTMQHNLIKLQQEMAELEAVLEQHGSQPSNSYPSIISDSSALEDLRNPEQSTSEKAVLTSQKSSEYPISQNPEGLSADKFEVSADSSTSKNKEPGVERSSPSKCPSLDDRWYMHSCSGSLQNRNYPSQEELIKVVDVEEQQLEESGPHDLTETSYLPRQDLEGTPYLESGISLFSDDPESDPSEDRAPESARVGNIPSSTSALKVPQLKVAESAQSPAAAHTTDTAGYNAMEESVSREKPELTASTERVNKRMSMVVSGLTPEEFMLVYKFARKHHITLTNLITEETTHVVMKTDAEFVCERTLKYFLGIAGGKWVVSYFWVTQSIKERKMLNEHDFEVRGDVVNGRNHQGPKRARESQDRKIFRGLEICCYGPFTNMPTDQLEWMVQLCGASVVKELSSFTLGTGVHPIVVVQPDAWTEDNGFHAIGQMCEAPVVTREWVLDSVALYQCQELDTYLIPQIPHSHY
#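 Rhodamine-labelled pBACH1 10-mer (100 nM) bound to BRCT domain (100 nM) at pH 7.3; compounds incubated 12 min room temperature, polarization read. Free peptide defines full inhibition; unlabelled decapeptide titrated as control.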
# Ub-GFP proteasome: inhibits proteasome, raising ubiquitin-GFP reporter fluorescence; Ubiquitin-GFP reporter cells, proteasome inhibition, GFP fluorescence; response scale: untreated = 0%, 10 µM MG-132 = 100%; 67,000 tested, under 10 active; Potency, µM (doses to about 45.9 µM), for inactives: at the top dose activation (GFP accumulation), usual class: activators; active = well fitted activation curve with a large enough effect, not every such curve was filed as active; inconclusive = small, poorly fitted or top-dose-only effect, or another doubt; inactive = no such curve, though single readings can be large or run the other way; also: potency is read from the fitted curve at half-maximal effect
#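 U2OS cells expressing ubiquitin(G76V)-GFP, seeded overnight in 0.5% FBS medium, then treated 4 hr at 37 C across 46 uM to 2.9 nM. GFP-positive cells counted by laser cytometry (488 ex/515 em); %activity scaled between basal and 10 uM MG-132.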
# CRE Fsk mod: alters forskolin-stimulated CRE reporter signaling in CHO cells | Potency, µM (highest dose often 38.2 µM), for inactives: at the top dose activity change, negative = inhibition, actives largely listed as activators | CHO CRE-bla reporter (cAMP response element driving beta-lactamase), forskolin EC10, beta-lactamase ratio | 71,000 compounds, 2.5% hits | AID 662; active = well fitted activation curve with a large enough effect in the signal ratio, with a control signal flat, not every such curve was filed as active; inconclusive = small, poorly fitted or top-dose-only effect, or effect the other way, or a change in a side signal; the % refers to the signal ratio; also: potency is read from the fitted curve at half-maximal effect; % of control where 0% means no effect
#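 qHTS titration format; CRE-bla CHO reporter; stimulus EC10 NKH 477, a water-soluble forskolin. Read: CCF4 460/530 nm ratio. Potency expressed as AC50 for activators or inhibitors.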
# 4MU fluor: compound fluoresces in the 4-MU spectral region; max dye-equivalent concentration, M; 59,000 compounds, 11% hits; compound autofluorescence, 340/450 nm, 4-MU equivalents; active compounds read high; in the data active = max dye-equivalent concentration above about 10 nM; inconclusive = mostly about 1.1 nM to 9.6 nM
#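 Compounds in 100 mM Tris, pH 8.0, incubated 15 min at room temperature, then fluorescence read at 340 nm excitation/450 nm emission. Signal converted to 4-MU dye-equivalent concentration using an on-plate six-point 4-MU standard curve.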
# BRCT inh green: inhibitors of human BRCA1 BRCT-phosphoprotein interaction (green fluorophore); Potency, µM (doses to about 76.9 µM), inactives show at the highest dose activity change, negative = inhibition, most hits filed as inhibitors; P38398; 75,000 compounds, 0.05% hits; BRCA1 BRCT-phosphopeptide binding, green fluorescence polarization;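 also: potency is read from the fitted curve at half-maximal effect; plate controls were peptide without protein for full effect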
#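 Compounds were incubated for 12 min at room temperature with a complex of 100 nM fluorescein-tagged pBACH1 decapeptide and 250 nM His-tagged BRCT protein. Buffer was phosphate pH 7.3 with EDTA, DTT and Tween 20. Disruption of binding lowers the polarization signal.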
# Active calls of the source: *; i = inactive; u = inconclusive; x = no result given; [ ] = dose if it differs, or a comment. Unless noted, calls follow the shape of the dose curve; as a rule, active = well fitted curve in the direction sought with a large enough effect; inconclusive = small, poorly fitted or top-dose-only effect, or another doubt; inactive = no such curve, though single readings can be large; an effect the other way counts as inactive or inconclusive.
item	canonical_smiles	15-hLO inh	HBB splice mod	Pol III holo inh	A350 autofl	Hsp90 Hop PPI	GFP derepression	BRCT PPI red	Ub-GFP proteasome	CRE Fsk mod	4MU fluor	BRCT inh green
1	COc1ccc(-c2nnn(CC(=O)N(CC(=O)NCCC(C)C)c3ccccc3)n2)cc1OC	-16.7%	x	3.2%	i	-2.4%	-1.7%	-3.5%	0.6%	12.8%	i	-0.6%
2	CCCCOC(=O)Cn1c(=O)oc2ccc(C)cc21	8.0%	0.6%	-5.0%	x	5.6%	-2.3%	-2.9%	15.6%	5.9%	x	0.3%
3	Cc1c(C(=O)O)sc2ncnc(N3CCCCC3C)c12 (configuration not stated)	1.6%	-0.5%	0.4%	i	u	6.4%	-0.6%	3.6%	12.7%	i	-0.8%
4	CC(C)(C)C(=O)Nc1c2c(nc3c1CCC3)CCCC2	-17.8%	-0.3%[57.5 µM]	-7.4%	u	-4.8%	4.3%	-1.1%	0.0%	11.7%	i	-2.1%
5	O=C(Cc1ccccc1)Nc1ccc(-c2nnc(-c3ccco3)o2)cc1	-3.4%	-2.0%	-2.6%	i	-5.3%	1.4%	-0.9%	2.4%	u	i	-0.1%
6	O=C1c2cccnc2C(O)N1Cc1ccc(F)cc1 (configuration not stated)	8.6%	1.2%	-8.2%	i	-1.9%	-2.6%	0.2%	7.0%	u	i	-2.2%
7	COc1ccccc1CNc1ncncc1-c1ccccc1CN(C)C	6.1%	-0.1%	-6.3%	5.49e-08M*	7.9%	-2.9%[9.22 µM]	-1.3%	-4.4%	1.0%	4.77e-08M*	-0.8%
8	CC(C)c1ccc(C(O)c2cnc(C(C)C)n2C)cc1 (configuration not stated)	-1.4%	-0.5%	12.9%	x	u	x	2.0%	0.5%	2.6%	x	0.3%
9	CC(=O)c1ncnn1CC(=O)c1ccc(Cl)cc1Cl	-5.2%	-2.6%[0.369 µM]	-0.5%	u	-1.4%	1.6%	-0.2%	1.7%	-0.4%	i	-0.5%
10	CCOc1ccc(OCc2ccc(C(=O)OCc3ccccn3)o2)cc1	5.0%	-0.4%[57.5 µM]	-2.3%	u	22.5%	-1.9%	-0.9%	-0.2%	-9.6%	u	-2.1%
11	CCOC(=O)/C(C(N)=NC)=C(\O)c1ccccc1	12.8%	-1.2%	-4.9%	i	-2.5%	-2.0%	-2.3%	-1.1%	1.0%	i	1.2%
12	CCOCCCn1c(C)nc2c(c1=O)c1nc3ccccc3nc1n2-c1ccc(C)cc1	0.3%	0.6%[0.369 µM]	-6.0%	2.54e-07M*	1.5%	0.0%	-0.1%	x	14.9%	1.87e-07M*	-1.4%
13	CO[C@@H]1/C=C\O[C@]2(C)Oc3c(C)c(O)c4c(O)c(c(CN5CCN(C)CC5)c(O)c4c3C2=O)NC(=O)/C(C)=C\C=C[C@@H](C)[C@@H](O)[C@H](C)[C@@H](O)[C@H](C)[C@H](OC(C)=O)[C@@H]1C	u	5.3%[9.22 µM]	-5.8%[11.4 µM]	u	-16.6%[11 µM]	0.0%[9.22 µM]	0.3%[15.4 µM]	2.9%[9.17 µM]	-9.3%[7.6 µM]	u	-0.5%[15.4 µM]
14	CCCCC(SCC(=O)Nc1ccccc1)C(=O)O (configuration not stated)	3.2%	-0.6%	5.9%	i	1.9%	0.0%	1.0%	0.5%	-9.6%	i	1.7%
15	COc1ccc(Oc2ncc3nc(-c4cccc(C#N)c4)c(=O)n(CCC#N)c3n2)cc1	3.9%	-1.8%	-8.0%	u	-6.6%	0.0%[9.22 µM]	-2.0%	-7.7%	u	i	-2.5%
16	Cn1cc(-c2nc3cnc(Oc4cccc(Cl)c4)nc3n(CCC#N)c2=O)c2ccccc21	5.6%	-2.1%	11.0%	i	13.1%	2.7%[9.22 µM]	-1.1%	4.0%	u	i	-3.2%
17	COc1ccc(CCNC(=O)CCN2C(=O)COc3ccc(C)cc32)cc1OC	-4.0%	-0.9%	-8.2%	i	-2.0%	1.0%	0.4%	-9.5%	u	i	-0.5%
18	CC[C@H](C(=O)[C@H](C)[C@H](O)[C@H](C)CCc1ccc(C)c(O)c1C(=O)O)[C@H]1O[C@](CC)([C@@H]2CC[C@@](O)(CC)[C@H](C)O2)C[C@H]1C	0.9%[25.6 µM]	-0.1%[20.6 µM]	4.5%[25.6 µM]	i	-6.7%[26 µM]	-1.7%[20.6 µM]	1.1%[34.4 µM]	15.1%[20.5 µM]	u	i	-1.7%[34.4 µM]
19	CCS(=O)(=O)Nc1cccc(C(=O)CC2(O)C(=O)Nc3ccccc32)c1 (configuration not stated)	7.1%	-0.2%[57.5 µM]	-3.1%	i	55.3%	1.0%	-1.5%	0.0%	-8.1%	i	-0.5%
20	CC(C)COC(=O)c1ccc(NC(=O)C2C3C=CC(C3)C2C(=O)O)cc1 (configuration not stated)	-7.8%	-2.8%	0.3%	u	0.8%	-2.2%	-4.1%	2.8%	2.7%	i	-2.2%
21	N#Cc1c(N)nc2c(c1-c1ccc3c(c1)OCO3)CCCCCC2	-2.1%	x	2.8%	7.24e-08M*	0.1%	1.0%	-0.3%	1.1%	u	1.02e-07M*	-2.4%
22	CC(C)C12CC[C@@]3(CC[C@H]4[C@@](C)(CCC[C@]4(C)C(=O)O)[C@@H]3C1)[C@@H](CN)C2	12.5%[11.4 µM]	2.9%[9.22 µM]	10.1%[11.4 µM]	i	0.8%[11 µM]	3.4%[9.22 µM]	-1.0%[15.4 µM]	9.2%[9.17 µM]	-10.7%[7.6 µM]	i	-0.1%[15.4 µM]
23	O=C(NCC1CCS(=O)(=O)C1)Oc1ccccc1 (configuration not stated)	7.8%[11.4 µM]	-1.0%[0.0738 µM]	-2.3%[11.4 µM]	x	-5.6%[11 µM]	3.1%	-0.5%	1.3%[9.17 µM]	u	x	-2.5%
24	CCCCN(C(=O)NC(=O)Nc1cccc(C)c1C)S(C)(=O)=O	-0.7%	0.0%[57.5 µM]	-2.5%	i	-0.6%	0.0%	-0.6%	0.3%	8.3%	i	0.0%
25	O=C1NC2(Nc3ccccc31)C(=O)Nc1ccccc12 (configuration not stated)	2.4%	-2.5%	3.9%	x	-7.0%	0.0%	-1.4%	-0.2%	-0.2%	x	0.1%
26	C=CCn1c(=O)c2ccccc2n2c(SCc3csc(-c4ccccc4)n3)nnc12	-5.5%	-1.3%	0.4%	i	-3.8%	0.0%	-1.4%	3.8%	u	i	-0.8%
27	COCCN1Cc2cccc(C(=O)Nc3cc(OC)ccc3OC)c2C1=O	-1.8%	1.5%	-3.7%	i	u	4.5%	1.2%	5.4%	10µM*	i	-0.8%
28	CN(C)c1nc(OCCOC(=O)COc2ccc(Cl)cc2Cl)nc(N(C)C)n1	-11.8%	-0.1%	-7.0%	1.64e-08M*	15.6%	-1.2%	-0.6%	-1.1%	6.3%	1.18e-08M*	-1.1%
29	c1ccc(-c2oc3ncnc(N4CCOCC4)c3c2-c2ccccc2)cc1	4.7%	3.0%	3.2%	u	-2.9%	1.7%	0.0%	0.2%	6.9%	1.14e-08M*	-2.4%
30	CC(C)CCNC(=O)C(c1ccco1)N(CC1CCCO1)C(=O)Cn1nnc2ccccc21 (configuration not stated)	17.0%	0.3%[57.5 µM]	-0.8%	i	-0.2%	2.3%	-0.1%	2.0%	-2.5%	i	-3.5%
31	Cc1ccccc1NC(=O)CCN1CCCCCC1	8.8%	-0.7%	1.6%	i	-4.3%	1.7%	-0.4%	13.2%	3.5%	i	-0.7%
32	COc1ccc(C(=O)Nc2cccc(-c3nc4ncccc4o3)c2C)cc1OC	0.3%	x	-12.3%	i	-1.3%	1.2%	0.7%	2.2%	12.9%	i	1.1%
33	Cc1ccc(NC(=O)CCN2CCc3ccccc3C2)cc1	1.2%	x	-6.0%	i	-0.9%	0.0%	0.5%	-2.7%	-11.3%	i	-0.7%
34	C[C@@H](C(=O)O)c1ccc(C[C@@H]2CCCC2=O)cc1	6.4%	-0.7%	-0.8%	i	-4.8%	-1.1%	-1.1%	1.4%	-3.6%	i	-1.2%
35	Cc1cc2nc(SCC(=O)O)nc(C)c2cc1C	-3.3%	-1.3%	-9.2%	u	0.6%	0.0%	-2.8%	1.8%	-5.1%	u	-0.2%
